# LDHA block – qHTS assay for inhibitors of human lactate dehydrogenase; L-lactate dehydrogenase A chain (Homo sapiens), P00338; purified LDHA, NADH/diaphorase-resazurin fluorescence; stronger effect = lower value; activity change, % (values are at about 110 or 230 µM); 0.15% of 480,000 active; in the data active = activity change below about -30%; inconclusive = mostly about -25% to -30%;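 also: plate controls were DMSO wells for no effect and wells without enzyme for full effect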
#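 Human LDH5 (2 nM) was incubated with 0.06 mM NADH and 0.2 mM pyruvate for 5 min at room temperature in Tris pH 7.4. Remaining NADH was coupled through diaphorase/resazurin, and resorufin fluorescence was read at 0 and 20 min.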
# ALOX12 inh – Primary qHTS assay for inhibitors of human arachidonate 12S-lipoxygenase (ALOX12): Round 2; Potency, µM (doses to about 108 µM), for inactives: at the highest dose activity change, negative = inhibition, hits mostly inhibitors; 1.1% of 580,000 active; AID 1671190, 2021; Polyunsaturated fatty acid lipoxygenase ALOX12 (Homo sapiens), P18054; purified 12hLO, xylenol orange hydroperoxide absorbance; active = well fitted inhibition curve with a large enough effect; inconclusive = small, poorly fitted or top-dose-only effect, or another doubt; inactive = no such curve, though single readings can be large or run the other way; also: potency is read from the fitted curve at half-maximal effect
# Target sequence (P18054 whole entry, looked up): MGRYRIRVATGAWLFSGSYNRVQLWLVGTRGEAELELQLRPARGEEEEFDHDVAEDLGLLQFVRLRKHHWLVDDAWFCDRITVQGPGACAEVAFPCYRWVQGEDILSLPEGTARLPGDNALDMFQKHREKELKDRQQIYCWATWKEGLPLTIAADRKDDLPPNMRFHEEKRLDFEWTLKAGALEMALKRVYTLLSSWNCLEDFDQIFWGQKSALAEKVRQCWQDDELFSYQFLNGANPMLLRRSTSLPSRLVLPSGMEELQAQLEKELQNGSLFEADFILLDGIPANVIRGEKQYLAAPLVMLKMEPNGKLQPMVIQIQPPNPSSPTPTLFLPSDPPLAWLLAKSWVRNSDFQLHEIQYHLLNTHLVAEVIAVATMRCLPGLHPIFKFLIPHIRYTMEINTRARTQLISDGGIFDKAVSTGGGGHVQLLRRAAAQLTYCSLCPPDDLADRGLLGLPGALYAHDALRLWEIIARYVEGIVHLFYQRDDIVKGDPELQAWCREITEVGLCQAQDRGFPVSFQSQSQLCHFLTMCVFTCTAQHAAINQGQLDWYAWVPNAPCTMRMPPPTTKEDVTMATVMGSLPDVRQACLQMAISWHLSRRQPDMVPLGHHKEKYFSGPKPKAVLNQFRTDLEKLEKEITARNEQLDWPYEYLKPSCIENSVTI
#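 Purified human 12hLO (150 nM final) in 25 mM Hepes, 0.01% Triton X-100, pH 7.0 was preincubated 15 min at room temperature with compound. Then 40 uM arachidonic acid was added, 30 min. Hydroperoxide was read by Fe-XO absorbance ratio 573/405 nm.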
# * marks the source's active call; other numbers are inactive results; ? = inconclusive; [ ] = remark or other dose. Unless noted, % is scaled to controls: 0 for no effect and ±100 for the full control effect. Some of the compounds tested. The share of hits here may be higher or lower than overall.
# Order of results – LDHA block | ALOX12 inh
> Cc1ccc(S(=O)(=O)N2C[C@H]3C(=O)C[C@@H](c4ccc(Cl)cc4)N(S(=O)(=O)c4ccc(C)cc4)[C@H]3C[C@H]2c2ccc(Cl)cc2)cc1
    -8 | ?
> CN(C)Cc1csc(Nc2ccc(C(=O)c3ccccc3)cc2)n1
    -4 | 9%
> CC(C)(C)n1nnnc1C(c1ccccc1)N1CCN(c2ncccn2)CC1 (configuration not stated)
    -8 | 0%
> CC(=O)c1ccc(Nc2nc(C(N)CC(C)C)cs2)cc1 (configuration not stated)
    1 | -5%
> CCCCCCCC(=O)Nc1c(C)cccc1CC
    0 | ?
> O=C(Nc1ccc(Cl)cc1)c1nn(Cc2ccccc2)c(=O)c2ccccc12
    2 | 13%
> O=C(NC12CC3CC(CC(C3)C1)C2)C12CC3CC(C1)CC(c1ccccc1)(C3)C2
    -2 | ?
> Cc1n[nH]c(C)c1S(=O)(=O)N(CC(=O)NCc1ccc(F)cc1)c1ccc(C(C)C)cc1
    19 | ?
> O=C(CSc1n[nH]c(-c2ccccc2Cl)n1)Nc1cccc(F)c1
    1 | -13%
> Cc1cc(N2CCN(c3ccccc3)CC2)n2nc(-c3ccccc3)nc2n1
    0 | ?
> Cc1cccc(C)c1NC(=O)C(c1ccncc1)n1c(=O)c(-c2ccccc2)nc2ccccc21 (configuration not stated)
    6 | 19%
> CCOC(=O)NC(CN)c1ccccc1 (configuration not stated)
    0 | 9%
> O=C1Nc2ccccc2C(=O)N(Cc2ccccc2)C1C(=O)NC1CC1 (configuration not stated)
    -4 | 23%
> COc1cccc(/C=C2\N=C(SC)SC2=O)c1
    8 | 20%
> COc1ccc2oc(-c3ccc(NC(=O)c4ccccc4OC)cc3)nc2c1
    0 | ?
> CC1(C(=O)NS(=O)(=O)c2cccc(F)c2)CCN1C(=O)C1CCCCC1 (configuration not stated)
    -4 | ?
> O=C(CN1CCc2ccccc2C1)N1N=C(c2cccs2)CC1c1cccs1 (configuration not stated)
    6 | -11%
> CCn1c(=O)n(CC)c2cc(N3CCCC3)c(NC(=O)Nc3cc(OC)c(OC)c(OC)c3)cc21
    8 | -8%
> Cc1ccc(N(CC(=O)N2CCN(C/C=C/c3ccccc3)CC2)S(C)(=O)=O)cc1
    0 | ?
> O=C(/C=C/c1ccc2ccccc2c1)c1ccccc1F
    -22 | 5%
> CC(C)NC(=O)c1ccccc1Cl
    -1 | -4%
> O=S(=O)(NCCO)c1ccc(Cl)cc1Cl
    1 | ?
> COc1ccc(C(=O)NCc2cccc(OC)c2)cc1
    10 | ?
> CN(C)S(=O)(=O)c1cc(NC(=O)CN2CCc3sccc3C2c2ccccc2)ccc1Cl (configuration not stated)
    2 | 66%[activator]
> C(=N\N=C1c2ccccc2-c2ccccc21)/c1ccncc1
    3 | -6%
> O=C(Nc1cccc(C(F)(F)F)c1)c1csc(COCCO)n1
    -10 | 8%
> COc1ccc(CCNC(=O)Cc2c(C)c3ccc(OC)c(C)c3oc2=O)cc1
    2 | -27%
> COC(=O)CCNc1ccccc1
    6 | ?
> CC(C)n1nc(C(=O)N2CCCc3ccccc32)c2ccccc2c1=O
    -1 | 0%
> CSc1ccc(CNC23CC4CC(CC(O)(C4)C2)C3)cc1
    5 | -23%
> CCOC(=O)c1cccc(NC(=O)c2cc[n+]([O-])cc2)c1
    -5 | 23%
> O=C(C[C@H]1CC[C@@H](NC(=O)C2CC2)[C@@H](CO)O1)NCc1ccccc1Cl
    2 | -12%
> Cc1ccc(-c2noc(-c3ccco3)n2)cc1
    4 | -25%
> Cc1ccc(C(=O)C2CCCCC2)cc1
    5 | -6%
> COC(=O)C[C@@H]1C=C[C@H](NC(=O)Cc2ccccn2)[C@@H](CO)O1
    0 | -9%
> CCN(CC)c1ccc(-c2nn3c(-c4ccccc4C)nnc3s2)cc1
    -6 | 8%
> O=C(CN1CCN(c2ccc(C(F)(F)F)cn2)CC1)NC1CC1
    -13 | 0%
> Cc1cc(C)c2cc(C(=O)OC(C)C(=O)N3CCC(C)CC3)[nH]c2c1 (configuration not stated)
    -16 | -63%
> Nc1cc(Cl)ccc1OCc1ccccc1
    -12 | -21%
> O=C1NC(=S)SC1=Cc1ccccn1
    -12 | ?
> CC(C)(C)c1ccc(/C=N/NC(=O)c2ccccc2)cc1
    12 | 27%
> Cc1cc2cc(CN)ccc2[nH]1
    6 | -20%
> CN(C)CCN(Cc1ccc(Cl)cc1)C(=O)c1ccncc1
    6 | 9%
> CC(=O)NC(C)(c1ccccc1)c1nc(-c2cnc3ccccc3c2)cs1 (configuration not stated)
    -6 | 0%
> N#Cc1nc(-c2ccc(S(=O)(=O)N3CCCCC3)cc2)oc1NCCN1CCOCC1
    -2 | -9%
> COc1cc(C)cc2oc(=O)c(CC(=O)Nc3cccc(C(C)=O)c3)c(C)c12
    -4 | -4%
> O=C(Cn1c(=O)c2c(ncn2C2CCCC2)n(Cc2ccccc2)c1=O)NCc1ccccc1Cl
    -1 | ?
> CC(CC#N)NCc1ccc(CN2CCN(C)CC2)cc1 (configuration not stated)
    2 | 11%
> Cc1ccc2nc(CN(C)C(=O)[C@H]3O[C@@H](n4ccc(N)nc4=O)[C@H](O)[C@@H]3O)[nH]c2c1
    -7 | 28%
> Cc1ccc(Oc2ccc(NC(=O)c3nn(C)c(=O)c4ccccc34)cc2)cc1
    6 | -26%

# Next section:
# Order of results – LDHA block | ALOX12 inh
> N#Cc1cccc(C(=O)/C=C/c2cccs2)c1
    -1 | 2%
> CC(=O)N1CCC(N(Cc2ccco2)C(=O)Nc2ccccc2C(F)(F)F)CC1
    6 | 3%
> Cc1ccc(CNc2nc3cc(-c4ccccc4)sc3c(=O)n2C)c(C)c1
    -4 | 0%
> CCc1nn(C(CC)C(=O)NCc2ccccc2C)c(=O)c2cc3oc(C)cc3n12 (configuration not stated)
    -1 | -6%
> Cc1ccc(C2=C(O)C(=O)N(Cc3ccco3)C2c2ccc(C(C)C)cc2)cc1 (configuration not stated)
    -5 | ?
> O=C(O)/C=C/c1ccc(-c2ccccc2)s1
    -5 | 25%
> COCCSc1nc2c(c(=O)n(C)c(=O)n2C)n1Cc1cccc(C)c1
    -7 | ?
> CN(C)Cc1ccc(CNC(=O)CCc2ncc(-c3ccc(F)cc3)o2)cc1
    13 | ?
> CCOCc1cccc(CN)c1
    -5 | ?
> NCC(c1ccc(F)cc1)c1c[nH]c2ccccc12 (configuration not stated)
    3 | ?
> N#Cc1cccc(C2CC(OCCF)=CC(=O)O2)c1 (configuration not stated)
    -1 | 14%
> O=C(c1nn(Cc2ccccc2)c(=O)c2ccccc12)N1CCN(c2ccc([N+](=O)[O-])cc2)CC1
    2 | ?
> Cc1cc(C(=O)Nc2sc(C)c(C)c2C#N)cs1
    -2 | ?
> O=C(Nc1ccc(Br)cc1F)Nc1c(NC2CCCC2)c2ccccc2oc1=O
    -17 | ?
> COc1cccc2cc(C(=O)/C=C/c3ccc(C#N)cc3)oc12
    -16 | 54%[activator]
> O=C(OCc1c(Cl)cccc1Cl)c1ccc(CN2CCCC2=O)cc1
    0 | -8%
> CC(=O)c1cccc(NC(=O)c2ccc(-n3cncn3)c3ccoc23)c1
    -2 | ?
> Cc1cccc(-n2cc(-c3ccccc3)c3c(N4CCN(CCO)CC4)ncnc32)c1
    0 | -21%
> COc1ccc(C(=O)C[C@@H]2OC3CCCCC3N2S(=O)(=O)c2ccc(C)cc2)cc1OC (some centres not stated)
    1 | 11%
> CCOCCCNC(=O)CCc1ccccc1
    -7 | -5%
> COC(=O)c1ccc2nc(-c3ccc(OC)c(OC)c3)c(Cc3ccc(C)cc3)n2c1
    -3 | ?
> COc1ccc(N(C)C(=O)Cc2noc3ccccc23)c(OC)c1
    -13 | -7%
> Cc1ccc(-c2nc3c(Cl)cc(C(F)(F)F)cn3c2Cc2cccc(F)c2)cc1
    -6 | ?
> CCCCCCCOc1ccc(C(C)=O)cc1
    1 | 6%
> Cc1ccc(S(=O)(=O)Nc2ccccc2SCc2cc(=O)n3cc(Cl)ccc3n2)cc1
    0 | ?
> O=C(CCC(=O)c1cccs1)Nc1ccccc1N1CCCCC1
    7 | -11%
> NC(=O)Cc1csc(NC(=O)CCc2ncc(-c3ccc(Cl)cc3Cl)o2)n1
    -15 | 5%
> Cc1cccc(C(=O)Nc2ccc(O)c(-c3nc4cc(C)ccc4o3)c2)c1
    5 | 1%
> COc1ccc(Cc2c(C(C)(C)C)nc3c(C)cc(Br)cn23)c(C)c1
    -1 | -43%
> N#Cc1ccccc1COC(=O)c1cccc2ccccc12
    3 | -5%
> CCN1CCC(C(=O)NC(c2ccc(F)cc2)c2ncccc2C)CC1 (configuration not stated)
    -15 | -1%
> O=C1CN(CC(=O)Nc2cc(Cl)cc(Cl)c2)CCN1
    3 | 1%
> CC(C)C(=O)N1CCCC1(C)C(=O)Nc1cccc(Oc2ccccc2)c1 (configuration not stated)
    -3 | 7%
> CCCCc1c(C)nn(-c2nc(C)c(C(=O)Nc3ccc(OC)cc3)s2)c1C
    -25 | 28%
> Cc1cccc(CN2CCN(C3CN(Cc4cn(Cc5cccc(Cl)c5)nn4)S(=O)(=O)C3)CC2)c1 (configuration not stated)
    -4 | ?
> Cc1c(C)n(CCO)c2ncn3nc(CSc4nc5ccccc5o4)nc3c12
    7 | -3%
> C#CCN1CCCCC1C(=O)NCC1CCCCC1 (configuration not stated)
    6 | ?
> CCOC(=O)C1CCCN(C(=O)c2ccc(-c3ccccc3)cc2)CC1 (configuration not stated)
    -5 | -12%
> CCCNC(=O)c1cc2c(c(-c3cccc(-c4ccc(F)cc4)c3)n1)[C@H](CCO)N(S(=O)C(C)(C)C)C2 (some centres not stated)
    5 | ?
> COc1ccc(CNC(=O)NOCc2ccccc2)cc1OC
    -4 | 5%

# A second format for some results above:
Cc1c(C)n(CCO)c2ncn3nc(CSc4nc5ccccc5o4)nc3c12
  LDHA block: 7	ALOX12 inh: -3%

CCCCc1c(C)nn(-c2nc(C)c(C(=O)Nc3ccc(OC)cc3)s2)c1C
  LDHA block: -25	ALOX12 inh: 28%

CCOC(=O)C1CCCN(C(=O)c2ccc(-c3ccccc3)cc2)CC1 (configuration not stated)
  LDHA block: -5	ALOX12 inh: -12%

# The list goes on.
# Order of results – LDHA block | ALOX12 inh
> Cc1cc(C)c(C)c(OCC(=O)Nc2ccc(S(=O)(=O)Nc3nccs3)cc2)c1
    0 | 56%[activator]
> CCCNC(=O)C1(C)CCCN(Cc2ccc(-c3ccccc3)o2)C1 (configuration not stated)
    1 | -18%
> COc1ccc(-c2cc(C(=O)N3CCCC3)c3cc(Br)ccc3n2)cc1
    10 | -61%
> COc1cc(C)c(CN(C)CC(O)COc2ccc(C)cc2)cc1OC (configuration not stated)
    0 | -74%
> Cc1ccccc1COc1cccc(CNc2ccccc2)c1
    35 | 90%[activator]
> CCCCCNC(=O)C(c1ccc(OC)cc1)n1c(=O)c(-c2ccccc2)nc2ccccc21 (configuration not stated)
    -6 | -14%
> C#CCOC(=O)c1cccc(C(=O)O)c1
    2 | -28%
> Cc1ccc(SC(C)C(=O)Nc2cccc(F)c2)cc1 (configuration not stated)
    13 | 0%
> O=c1[nH]c2cc3c(cc2c(=O)n1CCc1nc(-c2ccc(C(F)(F)F)cc2)no1)OCO3
    1 | -1%
> Cc1nc2ccccc2c(C)c1C(=O)c1ccc(Cl)cc1
    7 | 7.9µM*
> O=C(CCSc1nc(Cl)nc2nc[nH]c12)NCCc1ccc(O)cc1
    6 | -18%
> O=C(Nc1ccc2ccccc2n1)c1ccc(S(=O)(=O)N2CCCC2)cc1
    8 | -22%
> CC(c1nc2ccccc2[nH]1)N(C(=O)Cc1csc2ccccc12)c1cccnc1 (configuration not stated)
    -7 | ?
> Cc1ccccc1C(=O)n1nc(NCc2cccs2)nc1NCc1cccs1
    1 | ?
> COc1cc(OC)nc(C(NC(=O)C2CCN(Cc3ccc(N(C)C)cc3)CC2)c2ccc(F)cc2)n1 (configuration not stated)
    -10 | -22%
> CC(C)CCNC(=O)C1(C)Cn2nc(C(=O)NCCN3CCCCCC3)cc2C(=O)N1C (configuration not stated)
    -7 | ?
> COC(=O)[C@]12CCCCC=C1N(Cc1ccc(Cl)cc1Cl)C(=O)[C@H](CC(=O)NCC13CC4CC(CC(C4)C1)C3)C2
    -5 | -13%
> CCNC(=O)NC(=O)CN(CC)c1cccc(C)c1
    2 | 29%
> COc1ccc(NC(=O)c2ccc3nc(-n4cccc4)sc3c2)cc1
    3 | -4%
> Cc1ccc(C)c(S(=O)(=O)Nc2nc3ccccc3nc2NCc2ccccc2)c1
    9 | -39%
> Oc1ccc(-c2nc(-c3cc4ccccc4o3)cs2)cc1
    ? | 11µM*
> CC[C@@H]1Cc2[nH][nH]c(=O)c2[C@H](c2ccc(Cl)cc2)O1
    4 | ?
> COc1ccc(NC(=O)CSc2nccnc2N2CCN(c3ccccc3OC)CC2)cc1OC
    0 | -2%
> Cc1cccc(C)c1NC(=O)c1cc2cc(Br)ccc2oc1=O
    -3 | ?
> CCOC(=O)c1[nH]c(C)c(CCC(=O)N2CCC(C(=O)NCCN3CCN(CC)CC3)CC2)c1C
    8 | 4%
> O=C(O)CCCC(=O)N1CCN(C(=O)c2ccco2)CC1
    -12 | 12%

# Bioassay records (PubChem)
